Assay outcomes (PubChem BioAssay)
HT1080 IDH1KD tx – toxicity to HT-1080 IDH1 knockdown cells (counter line). HT-1080 IDH1 knockdown viability, ATP luminescence, 48 h. Potency, µM (highest dose often 46.1 µM), without a hit: at the top dose activity, negative = toxicity, hits mostly cytotoxic. 360,000 tested, 2% active;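 further: potency means the concentration at half of the fitted maximal effect; 0% = DMSO wells and -100% = cell-free medium wells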
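In this qHTS, HT-1080 cells depleted of IDH1 are exposed for 48 h at 37 °C to compound titrations. Toxicity is scored from CellTiter-Glo luminescence, with DMSO as full viability and medium alone as none.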
DRD3 agonist – activates the human D3 dopamine receptor; P35462; D3R DiscoveRx beta-arrestin cells, luminescence, 90 min; max activation, %; 410,000 tested, 0.58% active; in the data active means max activation above about 30%; further: 0% is about no effect; mostly tested at two doses, the higher about 12 µM
Target sequence (P35462 whole entry, looked up): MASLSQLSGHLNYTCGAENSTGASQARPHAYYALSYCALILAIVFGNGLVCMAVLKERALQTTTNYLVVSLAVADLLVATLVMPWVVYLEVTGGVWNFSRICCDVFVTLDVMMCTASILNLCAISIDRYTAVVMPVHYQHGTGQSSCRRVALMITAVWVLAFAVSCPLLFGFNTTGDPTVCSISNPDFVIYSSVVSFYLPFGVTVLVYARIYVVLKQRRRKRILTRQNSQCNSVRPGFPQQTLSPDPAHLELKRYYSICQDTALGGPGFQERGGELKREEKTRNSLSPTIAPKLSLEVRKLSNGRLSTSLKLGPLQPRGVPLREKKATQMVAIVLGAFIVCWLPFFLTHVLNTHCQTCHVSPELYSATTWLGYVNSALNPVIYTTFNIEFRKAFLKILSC
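Agonist-mode cell screen: cells plated at 1500/well and incubated overnight at 37 °C, then exposed to library compounds for 90 min at 37 °C. Detection reagent was added for 30–60 min at room temperature, and luminescence was read.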
GLP1R ag – activates the human GLP-1 receptor; HEK293 GLP-1R CRE-luciferase, luminescence, 4-6 h; cells express a hypersensitive GLP-1R form; Potency, µM (top dose mostly 45.6 µM), for the others: at the top dose activation, actives largely listed as activators; P43220; 380,000 tested, 0.007% active; further: potency means the concentration at half of the fitted maximal effect; % of control where 0% means no effect
Target sequence (P43220 whole entry, looked up): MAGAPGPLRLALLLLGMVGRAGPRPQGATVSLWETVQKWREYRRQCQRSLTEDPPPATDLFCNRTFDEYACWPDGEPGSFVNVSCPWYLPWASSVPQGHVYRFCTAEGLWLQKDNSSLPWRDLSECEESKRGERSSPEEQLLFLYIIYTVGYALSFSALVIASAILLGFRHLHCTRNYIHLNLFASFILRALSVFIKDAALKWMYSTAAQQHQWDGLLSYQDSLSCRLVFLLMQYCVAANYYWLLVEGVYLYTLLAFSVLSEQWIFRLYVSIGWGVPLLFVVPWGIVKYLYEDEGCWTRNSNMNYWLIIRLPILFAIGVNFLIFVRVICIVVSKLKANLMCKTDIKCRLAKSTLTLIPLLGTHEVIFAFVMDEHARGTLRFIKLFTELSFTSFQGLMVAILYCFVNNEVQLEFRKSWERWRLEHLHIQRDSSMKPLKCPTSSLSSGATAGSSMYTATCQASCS
KB-3-1 tox – KB-3-1 parental cell cytotoxicity; KB-3-1 viability, CellTiter-Glo ATP luminescence, 72 h; Potency, µM (series often up to 46.1 µM), inactives show at the highest dose activity change, negative = cytotoxic, usual class: cytotoxic; 400,000 tested, 1.4% active; further: potency means the concentration at half of the fitted maximal effect; on the % scale 0 is the no-effect control and ±100 the full control effect; nearly all actives have a fitted effect of over 60% in size
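KB-3-1 cells, DMEM (no phenol red) + 10% FBS; compound by pin transfer, 72 h, 37 °C. Readout: CellTiter-Glo luminescence after 10 min. Data normalized, curve-fitted.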
KB-V1 cytotox – KB-V1 MDR subline cytotoxicity. AID 1347076. KB-V1 MDR cells viability, CellTiter-Glo, 72 h. 400,000 tested, 3.4% active. Potency, µM (series often up to 46.1 µM), for the others: at the top dose activity change, negative = cytotoxicity, most hits filed as cytotoxic; further: potency means the concentration at half of the fitted maximal effect; on the % scale 0 is the no-effect control and ±100 the full control effect; nearly all actives have a fitted effect of over 60% in size
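qHTS viability screen in drug-selected KB-V1 MDR cells: 72 h compound treatment at 37 degrees C, ATP luminescence end point.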
HT1080-NT tox – kills 2HG-producing HT-1080-NT fibrosarcoma cells; HT-1080-NT fibrosarcoma viability, CellTiter-Glo ATP luminescence, 48 h; Potency, µM (titrated, usually from 46.1 µM), without a hit: at the top dose activity, negative = less viability, most hits filed as cytotoxic; 360,000 tested, 1.6% active;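 further: NT is the 2HG producing partner of a matched IDH1 knockdown line; potency means the concentration at half of the fitted maximal effect; 0% = DMSO-treated cells and -100% = media-only wells without cells; nearly all actives have a fitted effect of over 55% in size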
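Luminescent CellTiter-Glo readout after 48 hours of compound exposure at 37 degrees C defined viability of HT-1080-NT cells. Activity was normalized to DMSO wells and cell-free media wells; concentration-response curves were fitted and assigned curve classes.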
D3 antag – D3 dopamine receptor (human) antagonism | P35462 | D3R cells, DiscoveRx beta-arrestin luminescence, antagonist mode; hits give low values | max response, negative = inhibition, % | 360,000 tested, 2.5% active; in the data active means max response below about -50%; inconclusive means no clear call, values can overlap the other calls; further: on the % scale 0 is the no-effect control and ±100 the full control effect; mostly tested at two doses, the higher about 12 µM
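Cells plated overnight at 1500 cells/well, then exposed to library compounds with dopamine controls for 90 minutes at 37 degrees C. DiscoveRx reagent added for 30–60 minutes at room temperature; luminescence read, quantitative HTS format.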
SW480 rerep – induces DNA re-replication in SW480 colon adenocarcinoma cells; Potency, µM (doses to about 46.1 µM), for inactives: top-dose re-replication activation, most hits filed as activators; 340,000 tested, 1.8% active; AID 624297; SW480 DNA re-replication, Hoechst DNA content imaging, 48 h; further: potency means the concentration at half of the fitted maximal effect; % of control where 0% means no effect; nearly all actives have a fitted effect of over 55% in size
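250 cells/well; 23 nL cpd via pin tool; 48 hr, 37 C, 5% CO2; Hoechst 40 min; imager read of total nuclear intensity, ex 405/em 500-530 nm.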
IL-1B inflam inh – inhibitors of inflammasome signaling (IL-1 beta secretion); AID 743279; 360,000 tested, 4.7% active; THP-1 LPS/ATP IL-1B secretion, AlphaLISA, 16 h; hits give low values; activity change, % at 57.5 µM; in the data active means activity change below about -50%; inconclusive means mostly about -30% to -49%; further: on the % scale 0 is the no-effect control and ±100 the full control effect
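Secreted IL-1B measured by AlphaLISA bead assay after 16 h compound exposure of THP-1 cells; compounds (final up to 57.5 uM) added 1 h before LPS (250 ng/mL) and ATP (1.25 mM) stimulation; lower signal means less secretion.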
An asterisk follows results filed as active; ? = inconclusive; nt = not tested or not shown; & = joins results of further samples; [ ] = dose if it differs, or a comment. Unless noted, the call rests on the fitted dose curve; in most records, active means well fitted curve in the direction sought with a large enough effect; inconclusive means small, poorly fitted or top-dose-only effect, or another doubt; inactive means no such curve, though single readings can be large; an effect the other way counts as inactive or inconclusive.

SMILES	HT1080 IDH1KD tx	DRD3 agonist	GLP1R ag	KB-3-1 tox	KB-V1 cytotox	HT1080-NT tox	D3 antag	SW480 rerep	IL-1B inflam inh
COc1cccc(C(c2ccccc2)N2C3CCC2CN(S(=O)(=O)c2ccc(F)cc2)CC3)c1 (configuration not stated)	-28.7%	-8.3	-20.4%	?	?	-5.7%	?	10.7%	-16.1
CCN(CC)C(=O)CCCSc1nnc(Nc2ccccc2F)s1	3.7%	9.7	27.0%	17.4%	?	8.4%	1.9	-4.9%	28.9
Cc1nc2nc(C)c(CCC(=O)N3CCN(c4ccccc4)CC3)c(C)n2n1	-4.0%	0.5	-6.3%	-1.1%	0.0%	-3.9%	-11.1	-3.4%	-17.6
Cc1ccc2c(c1)N(CC(=O)N1CCCC1)C(=O)c1cccnc1O2	7.4%	-1.6	6.6%	8.0%	2.8%	2.6%	-85.8*	-3.9%	-12.2
CSc1ccc(C#N)cc1NC(=O)c1cccnc1Cl	-10.7%	5.3	3.0%	0.3%	2.3%	0.6%	17.7	-14.1%	2.0
CC1=C(C(=O)Nc2ccccc2)C(c2ccc3c(c2)OCO3)C2=C(CCCC2=O)N1 (configuration not stated)	3.0%	0.4	-1.5%	27.1%	0.7%	6.7%	7.5	-8.4%	1.7
CCn1c(SCC(=O)N2CCCCCC2)nc2ccccc2c1=O	2.7%	-6.2	31.0%	-30.6%	9.2µM*	-7.6%	6.8	5.2%	-10.6
COc1ccccc1N=NC1C(=O)N(C(N)=S)N=C1C (configuration not stated)	?	7.2	0.5%	?	?	6.8%	8.0	-1.5%	-8.3
COc1ccccc1-c1nn2c(-c3ccco3)nnc2s1	-16.8%	-2.3	1.8%	2.8%	10.3µM*	-2.5%	30.6	-8.5%	-27.5
O=C(COC(=O)c1cc[n+]([O-])cc1)Nc1ccc2c(c1)OCCO2	6.0%	1.3	-0.2%	3.3%	6.1%	6.6%	-11.5	-8.5%	-1.8
COc1ccc(Cn2c(SCC(=O)NCc3ccco3)nc3ccsc3c2=O)cc1	-6.8%	-2.8	1.5%	0.1%	0.0%	-3.3%	-12.1	-7.6%	2.3
O=C(CN1C(=O)C2CC=CCC2C1=O)Nc1nc(-c2ccc(F)cc2)cs1 (configuration not stated)	-6.0%	1.9	-6.7%	5.2%	-4.6%	-0.8%	30.3	1.1%	10.9
CN(C)c1ccc(-c2cccc(C3CC=CC4C3C(=O)N(Cc3ccccc3)C4c3ccc4ccccc4c3)c2)cc1 (configuration not stated)	6.0%	1.2	-4.4%	-4.0%	?	1.3%	15.0	3.3%[9.22 µM]	7.7
CCOc1ccccc1NC(=O)c1sc2ncn(CC(=O)N3CCOCC3)c(=O)c2c1C	14.2%	3.1	5.8%	?	11.2%	-2.1%	3.6	-19.2%	9.8
Cc1cc(CSc2ccccc2)ccc1NC(=O)c1cccc([N+](=O)[O-])c1	-27.2%	9.2	-2.5%	13.7%	5.6%	-4.5%	-11.3	-2.7%	1.6
CC(C)CN1CCC(Oc2cccc(C(=O)NCCc3ccccc3)c2)CC1	5.7%	-22.5	0.3%	nt	nt	-2.6%	3.6	10.4%	-9.5
COc1ccc(N2C(=O)CCC(C(=O)N3CCCCCC3)C2c2ccc(OC)c(OC)c2)cc1 (configuration not stated)	8.4%	0.2	-5.7%	13.9%	9.6%	12.1%	14.1	-4.1%	10.8
CCc1nc2ccc(C(=O)Nc3cccc(NS(C)(=O)=O)c3)cn2c1N(C=O)CCC(C)C	-20.8%	6.2	13.8%	0.0%	-1.1%	-17.1%	37.3	nt	-23.0
Cc1ccc(-c2nnc(CSc3nncn3N)o2)cc1	26.5%	2.2	13.0%	-4.0%	-3.4%	12.1%	-24.3	-7.4%	-6.8
COC(=O)c1cccnc1NC(=S)NC(C)C	-2.1%	3.0	2.8%	0.7%	6.9%	-6.2%	5.5	-5.1%	4.6
O=C(COC(=O)CCC(=O)c1ccc(F)cc1)Nc1ccc(Cl)cn1	-6.7%	-16.7	7.3%	4.9%	-6.0%	-6.1%	-23.9	-0.9%	15.0
O=C(Nc1ccc2ccccc2c1)c1onc2c1CCCC2	?	7.2	-0.7%	6.9%	-4.4%	?	0.0	10.1%	-4.2
COc1ccc(S(=O)(=O)N2CCN(Cc3cccnc3)CC2)cc1	1.1%	-1.5	2.4%	-1.8%	18.9%	16.8%	1.9	10.1%	1.2
CCN(CC(=O)Nc1c(F)cccc1F)C(=O)c1ccc(C(=O)c2ccccc2)cc1	-1.9%	-8.6	4.6%	-24.9%	-50.6%	-4.3%	-13.3	0.9%	-1.5
COc1ccccc1/C=N/NC(=O)c1ccc(=O)n(C)c1	-2.9%	-3.2	2.1%	12.2%	-7.3%	-2.4%	-17.8	0.4%	13.8

The last five compounds of the part before are carried over, then new ones follow.
SMILES	HT1080 IDH1KD tx	DRD3 agonist	GLP1R ag	KB-3-1 tox	KB-V1 cytotox	HT1080-NT tox	D3 antag	SW480 rerep	IL-1B inflam inh
O=C(COC(=O)CCC(=O)c1ccc(F)cc1)Nc1ccc(Cl)cn1	-6.7%	-16.7	7.3%	4.9%	-6.0%	-6.1%	-23.9	-0.9%	15.0
O=C(Nc1ccc2ccccc2c1)c1onc2c1CCCC2	?	7.2	-0.7%	6.9%	-4.4%	?	0.0	10.1%	-4.2
COc1ccc(S(=O)(=O)N2CCN(Cc3cccnc3)CC2)cc1	1.1%	-1.5	2.4%	-1.8%	18.9%	16.8%	1.9	10.1%	1.2
CCN(CC(=O)Nc1c(F)cccc1F)C(=O)c1ccc(C(=O)c2ccccc2)cc1	-1.9%	-8.6	4.6%	-24.9%	-50.6%	-4.3%	-13.3	0.9%	-1.5
COc1ccccc1/C=N/NC(=O)c1ccc(=O)n(C)c1	-2.9%	-3.2	2.1%	12.2%	-7.3%	-2.4%	-17.8	0.4%	13.8
COc1cc(OCc2ccccc2)c(CC(=O)O)c([N+](=O)[O-])c1	2.9%	-2.5	5.5%	-6.7%	3.6%	12.5%	23.1	nt	-5.7
Cc1ccc(-c2noc(-c3ccoc3C)n2)cc1	3.4%	0.7	18.4%	-0.4%	10.7%	0.6%	20.1	7.3%	10.6
O=C(COc1ncnc2sccc12)NC1CCCc2ccccc21 (configuration not stated)	-1.9%	-2.2	-3.9%	-0.8%	-11.1%	-3.8%	0.0	nt	0.0
O=C(OCc1cccc(F)c1)c1cc2ccccc2cc1O	6.5%	-4.7	8.6%	6.7%	34.6%	12.0%	3.0	-3.0%	4.6
S=P(N1CC1)(N1CC1)N1CC1	-1.0%	9.3&6.8&-1.2	-0.4%	0.0%	-6.0%	22.8%	-1.4	2.06µM*	20.0
COc1ccccc1NC(=O)C1=C(C)Nc2nc(SCc3ccccc3)nn2C1c1cccnc1 (configuration not stated)	nt	-7.0	-0.9%	3.9%	21.9%	nt	nt	nt	nt
CC(=O)c1cccc(NS(=O)(=O)c2ccc3c(c2)oc(=O)n3C)c1	-19.3%	8.7	9.4%	?	16.4µM*	?	-20.5	-2.9%	17.1
Cc1ccc(NC(=O)c2sc(Cl)nc2C)c(C)c1	14.5%	3.1	16.7%	0.5%	-29.1%	13.9%	10.8	-2.4%	-65.0*
CCc1c(O)nc(SCC(N)=O)n(-c2ccccc2F)c1=O	6.2%	12.7	13.8%	5.4%	14.5%	2.2%	16.7	1.3%	-8.5
Cn1c(CNC(=O)c2ccc(Cl)cc2)nnc1SCC(=O)NC1=NCCS1	24.9%	-3.4	2.2%	6.9%	0.0%	16.8%	0.8	-14.1%	5.2
COc1ccc(OCC(=O)N2CCN(S(=O)(=O)c3ccc(Cl)s3)CC2)cc1	-5.9%	-0.8	-2.3%	-5.4%	-5.3%	1.9%	-23.3	0.6%	-21.8
Cc1ccc(SCC(=O)Nc2ccccc2C(=O)O)cc1	-26.1%	10.1	-26.0%	-21.4%	-15.5%	-11.0%	46.8	-1.8%	0.0
O=C(CSCc1ccc([N+](=O)[O-])cc1)NCCSCc1ccccc1	7.7%	0.7	1.5%	2.9%	-1.1%	5.0%	-19.2	-2.0%	1.6
O=[N+]([O-])c1ccc(Sc2n[nH]c(-c3ccco3)n2)nc1	-6.4%	-5.0	19.1%	-1.6%	-17.9%	-4.7%	-25.0	-5.1%	10.5
COc1ccc(N2CC(C(=O)NC3CCCCC3)CC2=O)cc1 (configuration not stated)	11.4%	2.1	6.6%	16.6%	1.8%	1.5%	-2.0	-5.1%	5.9
COCCn1c(C)nc2oc3ccc(Br)cc3c(=O)c2c1=O	-4.0%	0.2	-8.4%	12.3%	7.8%	1.7%	23.2	2.5%	2.7
O=C(O)CCC(=O)NNC(=O)CCC1CCCCC1	9.0%	4.4	-8.0%	3.7%	-8.5%	3.4%	1.3	3.6%	11.3
CCOc1ccc(NS(=O)(=O)c2cc(OC)ccc2OC)cc1	?	1.6	-3.6%	-15.7%	?	-2.0%	-13.8	0.0%	13.6
ON=C1CCCC2CCCCC12 (configuration not stated)	13.7%	-3.6	8.2%	6.9%	-0.1%	16.3%	-13.8	-1.9%	1.6
O=C(Nc1ccccc1C(=O)N/N=C/c1ccccc1)c1ccco1	-3.5%	4.2	15.5%	9.0%	29.7%	-3.4%	10.2	-38.7%[inhibitor]	-0.7
COc1ccc(OC)c(NC(=O)C(C)OC(=O)c2cc3ccccc3[nH]2)c1 (configuration not stated)	-10.9%	17.9	-2.7%	?	-25.0%	-12.0%	88.9	-0.3%	35.8
CC(C)C(NC(=O)c1ccccc1)C(=O)OCn1nnc2ccccc2c1=O (configuration not stated)	0.6%	2.7	-4.5%	8.2%	0.0%	-1.7%[9.24 µM]	3.9	?	2.8
CCOC(=O)C1=C(C)OC(N)=C(C#N)C1c1ccsc1 (configuration not stated)	-10.3%	12.2	1.5%	0.0%	0.0%	?	-15.4	-1.5%	9.3
